TRPV1 ag – human TRPV1 agonism; TRPV1-expressing cells, Fluo-8 calcium influx, agonist mode; Q8NER1; activation, % at 8.33 µM; actives 0.19% (n = 320,000); AID 540275; in the data active = activation above about 80%; inconclusive = between about 30% and that limit; note: 0% is about no effect
Target sequence (Q8NER1 whole entry, looked up): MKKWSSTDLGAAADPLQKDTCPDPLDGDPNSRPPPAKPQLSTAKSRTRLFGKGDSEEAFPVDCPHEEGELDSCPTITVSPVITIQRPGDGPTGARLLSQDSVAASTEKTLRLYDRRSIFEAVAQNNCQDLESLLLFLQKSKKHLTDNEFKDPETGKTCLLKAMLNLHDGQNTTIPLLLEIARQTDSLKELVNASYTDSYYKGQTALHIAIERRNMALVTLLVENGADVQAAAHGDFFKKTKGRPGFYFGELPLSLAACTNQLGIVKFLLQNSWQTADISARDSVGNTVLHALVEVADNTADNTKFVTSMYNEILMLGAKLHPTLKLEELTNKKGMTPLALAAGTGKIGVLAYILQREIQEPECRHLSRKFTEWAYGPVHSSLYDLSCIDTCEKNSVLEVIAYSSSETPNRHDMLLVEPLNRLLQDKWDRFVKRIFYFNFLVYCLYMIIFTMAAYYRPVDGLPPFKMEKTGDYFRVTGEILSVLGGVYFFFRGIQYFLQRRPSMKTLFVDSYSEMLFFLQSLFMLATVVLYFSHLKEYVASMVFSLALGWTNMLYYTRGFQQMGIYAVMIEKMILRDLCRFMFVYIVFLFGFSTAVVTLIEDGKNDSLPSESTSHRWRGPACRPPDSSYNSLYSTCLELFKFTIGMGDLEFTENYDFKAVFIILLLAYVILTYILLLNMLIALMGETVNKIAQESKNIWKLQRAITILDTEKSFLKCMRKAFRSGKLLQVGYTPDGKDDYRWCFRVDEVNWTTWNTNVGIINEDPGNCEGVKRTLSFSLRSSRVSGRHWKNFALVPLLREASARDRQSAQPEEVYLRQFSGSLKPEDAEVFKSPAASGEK
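TRPV1-expressing cells were cultured overnight at 35.5C and loaded with Fluo-8 calcium dye for 40 to 90 min at room temperature. After a 10 s baseline, compound was added and calcium influx was read kinetically for 3 min (ex 480/em 520 nm).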
KCNH2 3.1 inh – blocks the human KCNH2 3.1 channel isoform. U2OS KCNH2 3.1, thallium flux FluxOr; active compounds read low. activity change, % (tested at about 1.8 µM). actives 0.95% (n = 340,000);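 active = maximum activity change below -70%; inconclusive = maximum activity change from -70% to -50%; inactive = maximum activity change above -50%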;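 note: thallium influx rate constant from kinetic fluorescence after stimulation buffer; % is set by controls: 0 for no effect and ±100 for the full control effect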
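FluxOr-based Tl+ influx in U2OS cells transduced with KCNH2 3.1 virus; rate constants normalized to DMSO controls.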
A-T KAP1 phos – potential ataxia-telangiectasia treatments restoring KAP-1 phosphorylation; […] A-T fibroblasts, KAP-1 phosphorylation AlphaLISA; neocarzinostatin DNA damage 30 min before lysis; Potency, µM (series often up to 57.5 µM), for the others: at the top dose activation, usual class: activators; actives 0.19% (n = 320,000); AID 485349; note: potency is the fitted concentration of half-maximal effect; % of control where 0% means no effect; nearly all actives have a fitted effect of over 45% in size
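hTERT-immortalized A-T patient fibroblasts ([…]), 500 cells/well in OPTI-MEM, 1% FBS, got compounds for 60 min, then NCS for 30 min at 37C. Lysates were then assayed for phospho-KAP-1 by AlphaLISA (anti-pKAP1 donor, anti-KAP1 acceptor beads), 6 hr at 25C.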
FBPA coupling cs – inhibits coupling enzyme system, counter-screen for aldolase hits | coupling enzyme system counterscreen, AmpLite Red fluorescence | activity change, negative = inhibition, % at 58.2 µM, hits read low | actives 0.67% (n = 290,000) | AID 2472; in the data active = activity change below about -30%; note: % is set by controls: 0 for no effect and ±100 for the full control effect
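Fluorescence at 525 nm excitation and 598 nm emission measured inhibition of the coupled detection system without aldolase. Compounds (at 57.5 uM final) were preincubated 10 min at room temperature with coupling enzyme reagent before a 20 min substrate/AmpLite Red step.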
GALK inhibitor – blocks human galactokinase activity | P51570 | Purified GALK, Kinase-Glo residual ATP luminescence | Potency, µM (titrated, usually from 57.5 µM), for the others: at the highest dose activity change, negative = inhibition, hits mostly inhibitors | actives 0.007% (n = 270,000) | AID 1868; note: potency is the fitted concentration of half-maximal effect; % is set by controls: 0 for no effect and ±100 for the full control effect
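The enzyme phosphorylates galactose (100 uM) using ATP (35 uM); inhibition is detected as higher residual ATP, quantified by bioluminescence after 1 h reaction at room temperature, pH 8.0.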
CXXC DNA block – inhibitors of human MLL CXXC domain-DNA interaction; Q03164; MLL-CXXC / FITC-HOXA9 DNA fluorescence polarization; Potency, µM (series often up to 115 µM), for the others: top-dose activity change, negative = inhibition, usual class: inhibitors; actives 0.037% (n = 290,000); AID 2662; active = well fitted inhibition curve with a large enough effect in the polarisation, with a control signal flat, not every such curve was filed as active; inconclusive = small, poorly fitted or top-dose-only effect, or effect the other way, or a change in a side signal; inactive = no such curve, though single readings can be large or run the other way; the % refers to the polarisation; note: potency is the fitted concentration of half-maximal effect
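Steps: dispense CXXC domain solution (7 uM) → pin compounds or unlabeled HOX-A9 DNA control → 5 min ambient → add FLSN-HOX-A9 solution (50 nM) → spin → 30 min ambient → fluorescence polarization. Tris pH 7.5/NaCl/DTT/BSA buffer.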
S-ASM inh – blocks human secretory acid sphingomyelinase | Potency, µM (doses to about 57.5 µM), without a hit: at the top dose activity change, negative = inhibition, actives largely listed as inhibitors | placental ASM, HMU-PC fluorogenic substrate, 60 min | P17405 | actives 0.006% (n = 340,000); note: potency is the fitted concentration of half-maximal effect
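Fluorescence read-out (Ex 386 nm, Em 447 nm) after stopping the reaction at pH 10. Enzyme: ASM from human placenta; substrate HMU-PC0, 9 uM final; 60 min, 37 °C. Compound preincubation 10 min, ambient temperature.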
hERG WT inh – KCNH2 (human, wildtype) channel inhibition; Q12809; U2OS, BacMam KCNH2, thallium flux FluxOr; active compounds read low; activity change, % at 1.84 µM; actives 0.37% (n = 340,000);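 active = maximum activity change below -70%; inconclusive = maximum activity change between -70% and -50%; inactive = maximum activity change above -50%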; note: % is set by controls: 0 for no effect and ±100 for the full control effect
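U2OS cells transduced with wild-type KCNH2 virus are loaded with FluxOr dye for 45 min, and thallium flux is measured in kinetic reads before and after stimulation buffer. Rate constants are normalized to DMSO controls.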
Integrin act MD – integrin-mediated muscular dystrophy alleviation activation. AID 624291. actives 0.064% (n = 350,000). alpha7betagal myoblasts, beta-gal FDG fluorescence, 48 h. Potency, µM (titrated, usually from 38.3 µM), inactives show at the highest dose activation, most hits filed as activators;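 note: potency is the fitted concentration of half-maximal effect; 100% = response of the positive control SU9516; nearly all actives have a fitted effect of over 60% in size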
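alpha7betagal+/- myoblasts (passage 13, 250/well) treated 48 h at 37C with compounds at 1:260 dilution of DMSO stock. Lysed, then beta-galactosidase activity read as FDG fluorescence (ex 480/em 540) after 30 min, with pre-read for autofluorescence.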
MBNL1 CUG block – MBNL1-poly(CUG) RNA binding inhibition | Q9NR56 | TR-FRET MBNL1-His/biotin-(CUG)12 binding, 665/545 ratio | Potency, µM (top dose mostly 57.5 µM), without a hit: at the highest dose activity change, negative = inhibition, actives largely listed as inhibitors | actives 0.036% (n = 280,000) | AID 2675; active = well fitted inhibition curve with a large enough effect in the signal ratio, with a control signal flat, not every such curve was filed as active; inconclusive = small, poorly fitted or top-dose-only effect, or effect the other way, or a change in a side signal; inactive = no such curve, though single readings can be large or run the other way; the % refers to the signal ratio; note: potency is the fitted concentration of half-maximal effect; % is set by controls: 0 for no effect and ±100 for the full control effect
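MBNL1-His + Biotin-(CUG)12, cpd titration 92 nM–58 uM; Tb anti-His Ab 0.055 ng/ul, SA-XL665 5 nM (final); 60 min RT; ratiometric 665/545 nm, Ex 340 nm; normalized to buffer and full-complex controls.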
Numbers without * were called inactive; ? = inconclusive; . = not tested or not shown; & = joins results of further samples; [ ] = another dose, or the depositor's remark. Unless noted, calls come from the whole dose curve; as a rule, active = well fitted curve in the direction sought with a large enough effect; inconclusive = small, poorly fitted or top-dose-only effect, or another doubt; inactive = no such curve, though single readings can be large; an effect the other way counts as inactive or inconclusive.

entry	molecule	TRPV1 ag	KCNH2 3.1 inh	A-T KAP1 phos	FBPA coupling cs	GALK inhibitor
1	COc1cc(C2c3c(oc4ccccc4c3=O)C(=O)N2CCN2CCOCC2)cc(OC)c1OC (configuration not stated)	-2	4	-3%	3	-2%
2	COc1ccccc1OCC(=O)NNC(=O)c1c(-c2ccccc2Cl)noc1C	0	-1	-1%	0	0%
3	Cc1ccc(N2C(=O)C(Cc3ccc(O)cc3)NC2=S)cc1C (configuration not stated)	17	-3	-2%	2	1%
4	COc1cccc(CN(C)C(=O)c2cc(S(=O)(=O)N3CCN(c4ccccc4)CC3)ccc2Cl)c1	15	-2	0%	.	-3%
5	COP(=O)(OC)C(Nc1ccc(C)cc1)c1ccc(Br)cc1 (configuration not stated)	.	2	.	.	.
6	CC(=O)c1ccc(N2CCN(c3ccc(S(=O)(=O)NCCN(C)C)cc3[N+](=O)[O-])CC2)cc1	-2	-1	0%	1	-2%
7	CCN1CCN(S(=O)(=O)c2ccc(Cl)c(C(=O)N(C)CC(=O)Nc3c(C)cccc3C)c2)CC1	.	10	.	.	.
8	CCN(CC(=O)Nc1ccc2c(c1)OCCO2)C(=O)c1ccc(C)c(S(=O)(=O)N2CCOCC2)c1	1	13	10%	.	.
9	O=C(CSc1nncn1-c1ccccc1)Nc1cc(Cl)cc(Cl)c1	-5	-7	0%	2	-2%
10	CCOC(=O)N1CCN(C(=O)Nc2ccccc2Cl)CC1	-1	-2	-2%	0	2%
11	Cc1cccc(N2CCN(C(=O)C3CCCCC3)CC2)c1C	?	-8	17%	3	2%
12	Cc1c(Br)c([N+](=O)[O-])nn1C(C)C(=O)NCC1CCCO1 (configuration not stated)	4	-3	6%	4	-1%
13	O=C(CCSc1nnc2scc(-c3ccccc3)n12)NCc1ccc2c(c1)OCO2	14	-2	-4%	1	-2%
14	CC[C@]12CCCN3CCc4c(n(c5ccccc45)C(=O)C1)[C@@H]32	13	?	-6%	.	.
15	CC(=O)Nc1ccccc1Sc1ccccc1	-3	-5	8%	4	-2%

entry	CXXC DNA block	S-ASM inh	hERG WT inh	Integrin act MD	MBNL1 CUG block
1	-1%	-1%	0	0%	3%
2	2%	-2%	0	-4%	-5%
3	2%	2%	-12	9%	-6%
4	3%	-1%	-10	-46%[inhibitor]	6%
5	.	-4%	-12	0%	.
6	2%	0%	-6	-4%	?
7	.	6%	23	-14%	.
8	.	2%	-6	-7%	.
9	3%	-5%	7	9%[7.66 µM]	0%
10	7%	0%	-9	25%	?
11	-14%	-1%	5	6%	0%
12	-4%	0%	0	?	?
13	2%	-4%	-4	9%	-8%
14	.	0%	47	.	.
15	6%	-4%	6	6%	-8%

Continued; the last 3 above are carried over.
entry	molecule	TRPV1 ag	KCNH2 3.1 inh	A-T KAP1 phos	FBPA coupling cs	GALK inhibitor
13	O=C(CCSc1nnc2scc(-c3ccccc3)n12)NCc1ccc2c(c1)OCO2	14	-2	-4%	1	-2%
14	CC[C@]12CCCN3CCc4c(n(c5ccccc45)C(=O)C1)[C@@H]32	13	?	-6%	.	.
15	CC(=O)Nc1ccccc1Sc1ccccc1	-3	-5	8%	4	-2%
16	Cn1cc([N+](=O)[O-])c(C(=O)NCc2cc3ccccc3[nH]2)n1	0	3	14%	1	1%
17	Cc1ccc(SC[C@H](C)CN2CC[C@H](NC(=O)OCc3ccccc3)CCC2=O)cc1	0	2	7%	1	.
18	O=C(/C=C/c1ccco1)NC(=S)Nc1cc(-c2nc3ccccc3s2)ccc1Cl	2	-13	-11%	-5	1%
19	Clc1ccc(CNc2cnccn2)cc1Cl	-7	1	18%	3	-2%
20	COC(=O)CC1C(=O)NC2CCCCC2N1C(=O)c1ccccc1 (configuration not stated)	5	-3	.	5	4%
21	C#CC[N+](C)(C)CCCCCCCC	-1	12	-2%	-3	1%
22	O=C(Nc1ccc(S(=O)(=O)Nc2ncccn2)cc1)C1CC(=O)N(c2ccc(Cl)cc2)C1 (configuration not stated)	2	-10	2%	-2	0%
23	COC(=O)c1sccc1NC(=S)Nc1cccc(F)c1	2	1	4%	-1	.
24	COc1ccccc1/C=C/C(=O)OC(C)CN1CCOCC1 (configuration not stated)	5	-12	4%	-45*	-1%
25	C/C(=N\NC(=S)NCc1ccccc1)c1ccc2ccccc2c1OC(F)F	2	-12	-4%	-8	3%
26	Cc1ccc(NCc2nc3ccccc3n2C)c(C)c1	11	2	6%	-1	.
27	Cc1nn(CC2CC2)c(=O)n1-c1ccc(Cl)cc1	0	0	-5%	3	3%
28	COC(=O)C1C(=O)c2c([nH]c(C(=O)OC3CCCCC3)c2C)CC1C (configuration not stated)	26	-1	9%	3	-2%
29	CCCC(=O)Nc1ccc(C(=O)Nc2nnc(COCC)s2)cc1	1	4	.	-2	-2%
30	COc1ccccc1NS(=O)(=O)c1cc(N2Cc3ccccc3C2=N)ccc1N1CCOCC1	3	?	12%	2	-1%

entry	CXXC DNA block	S-ASM inh	hERG WT inh	Integrin act MD	MBNL1 CUG block
13	2%	-4%	-4	9%	-8%
14	.	0%	47	.	.
15	6%	-4%	6	6%	-8%
16	1%	-1%	-1	-30%	?
17	-2%	0%	-10	6%	-21%
18	-9%	-11%	45	-25%	5%
19	-3%	5%	-12	0%	-7%
20	8%	3%	12	3%	-8%
21	4%	6%	6	-14%	.
22	3%	-7%	-7	?	-2%
23	-5%	-1%	2	-4%	-1%
24	1%	-3%	-5	-22%	2%
25	2%	-5%	-4	11%	-10%
26	2%	-3%	-17	-2%	0%
27	38%[activator]	2%	-6	-9%	0%
28	22%	0%	2	-29%	2%
29	0%	-3%	4	4%	?
30	4%	2%	2	-18%	2%

Remaining list, next part:
entry	molecule	TRPV1 ag	KCNH2 3.1 inh	A-T KAP1 phos	FBPA coupling cs	GALK inhibitor
31	O=C(CSc1nnc2scc(-c3ccccc3)n12)N1CCCc2ccccc21	3	-4	1%	1	1%
32	Nc1nnc(SCc2cn3cc(Cl)ccc3n2)s1	?	.	1%	0	-2%
33	O=C(COC(=O)c1nsc(Cl)c1Cl)NC1CCCC1	-1	-1	-2%	1	-3%
34	Cc1cccc(C(=O)NCC(=O)N2CCCC2)c1	2	4	3%	.	7%
35	CN(CCc1ccccc1)C(=O)c1ccc(NC(=O)Cc2ccc(NC(=O)C3CCCN(C(=O)C4CCCCC4)C3)cc2)cc1 (configuration not stated)	.	28	.	.	.
36	COc1ccc(OC)c(/C=C/C(=O)NCCc2nc3ccccc3[nH]2)c1	?	1	-8%	3	4%
37	CC(C)CC(=O)Nc1ccnn1C1CCN(C(=O)c2ccccc2F)CC1	.	10	.	.	.
38	Cc1ccccc1N1C(S)=C(C#N)C(=O)NC1c1cccs1 (configuration not stated)	7	-14	.	-2	0%
39	C[N+](C)(C)CCOC(N)=O	11	0	5%	-3&1	.
40	Cn1cccc1C(=O)NC(=O)COC(=O)c1ccc(S(C)(=O)=O)cc1	.	9	19%	.	.

entry	CXXC DNA block	S-ASM inh	hERG WT inh	Integrin act MD	MBNL1 CUG block
31	1%	2%	12	14%	-5%
32	-1%	2%	11	6%	-6%
33	0%	2%	3	9%	-2%
34	-3%	3%	5	9%	-3%
35	.	0%	4	-4%	.
36	-15%	.	-1	-9%	8%
37	.	5%	-4	3%	.
38	?	-2%	-6	-38%	0%
39	8%&-3%	1%	8	.	.
40	.	3%	-9	27%	.
